Bioassay records from PubChem.
Xi reactivation: activators of inactive X chromosome reactivation, primary screen, imaging, XiGFP fibroblasts, GFP high-content imaging, set 2. XiGFP mouse fibroblasts, % GFP-positive cells imaging, 3 d; cells co-treated with 5-aza-dC sensitizer; scaled so ellipticine positive control = 100%. activation, % at 7.58 µM. 0.055% of 360,000 active. AID 743238, 2013;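 active = mean normalized replicate activation at least 10% and every replicate at or above 10%; inconclusive = only one of the two criteria met; inactive = mean below 10% and not all replicates reach 10%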;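 note: 0% = median of on-plate neutral control wells and 100% = ellipticine 6 µM median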
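Assay system – SV40-immortalized XiGFP fibroblast cells, line 68-5-11 · Buffer or medium – DMEM supplemented with 5-aza-dC as sensitizing agent · Dosing – one concentration, pinned · Benchmarks – positive control ellipticine, 6 µM final · Times – 3 days compound exposure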
RAD52 anneal inh: RAD52 DNA annealing inhibitors, primary screen, biochemical, FRET, single point, set 2; DNA repair protein RAD52 homolog (Homo sapiens), P43351; recombinant RAD52 DNA annealing, FRET fluorescence; inhibition, % at 18.7 µM; 0.46% of 360,000 active; AID 651710, 2012;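 active = every replicate showing at least 50% inhibition; inconclusive = mean inhibition at least 50% but not in every replicate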
RAD54 inh: inhibitors of human RAD54 branch migration, primary screen, biochemical, fluorescence, single point. 0.14% of 360,000 active. inhibition, % at 10.4 µM. RAD54 Holliday junction branch migration, FAM/BHQ fluorescence;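 active = mean normalized replicate activity at least 40 and at least half of replicates scoring 40 or more; inconclusive = only one of the two criteria met; inactive = mean below 40 and under half of replicates reaching 40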;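 note: 0% = median of neutral control wells and 100% = median of positive control wells; inhibitors cause a drop in the FAM fluorescence signal; in these data hits start at about 50%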
Target sequence (Q92698 whole entry, looked up): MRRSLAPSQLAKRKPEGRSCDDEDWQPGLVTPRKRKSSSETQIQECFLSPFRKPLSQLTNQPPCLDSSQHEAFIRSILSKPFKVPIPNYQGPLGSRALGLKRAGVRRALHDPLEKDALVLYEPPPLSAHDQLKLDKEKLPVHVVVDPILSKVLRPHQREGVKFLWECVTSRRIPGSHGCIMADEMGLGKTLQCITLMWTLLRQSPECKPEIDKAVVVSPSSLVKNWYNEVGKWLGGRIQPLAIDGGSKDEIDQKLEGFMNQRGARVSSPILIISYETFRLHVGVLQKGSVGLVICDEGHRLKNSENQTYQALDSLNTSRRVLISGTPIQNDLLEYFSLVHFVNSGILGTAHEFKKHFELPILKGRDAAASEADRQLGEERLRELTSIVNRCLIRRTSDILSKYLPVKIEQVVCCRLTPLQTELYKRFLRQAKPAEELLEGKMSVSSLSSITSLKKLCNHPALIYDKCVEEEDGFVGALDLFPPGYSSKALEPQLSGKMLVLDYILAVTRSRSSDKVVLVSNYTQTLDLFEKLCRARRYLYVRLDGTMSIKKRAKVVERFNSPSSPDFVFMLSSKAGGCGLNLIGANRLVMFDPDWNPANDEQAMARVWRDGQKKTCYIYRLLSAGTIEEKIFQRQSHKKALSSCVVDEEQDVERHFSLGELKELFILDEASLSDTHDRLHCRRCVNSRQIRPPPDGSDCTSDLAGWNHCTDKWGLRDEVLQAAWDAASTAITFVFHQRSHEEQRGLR
E-sel inducer: E-selectin induction in HUVECs, primary screen, imaging, HUVEC, immunofluorescence imaging, single point; normalized: neutral wells 0, TNF-alpha wells 100; 0.37% of 260,000 active; P16581; activation, % at 7.58 µM; AID 686992, 2013;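 active = mean E-selectin-positive cell signal at least 10% of the positive control, reached in at least 60% of replicates, without over 20% cell loss; inconclusive = no rule given, readout overlaps actives, possibly toxicity-flagged; inactive = the rest, including those meeting only one limit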;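 note: in these data hits start at about 27%; measured in HUVEC primary endothelial cells; signal is the percent of cells scored E-selectin positive by PE staining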
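assay system = HUVEC, human umbilical vein endothelial cells | input = 3,000 HUVEC seeded per well | medium = EGM-2 growth medium on 0.1% gelatin-coated wells | dosing = one compound dose added by pin transfer | signal = immunofluorescence imaging | read-out basis = % PE-positive cells | control set = TNF-alpha, DMSO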
CASP6 VEID inh: human caspase-6 inhibitors, primary screen, biochemical, VEID-R110 fluorescence, single point, set 2; purified caspase-6, Z-VEID-R110 cleavage fluorescence; inhibition, % at 12.5 µM; 0.53% of 350,000 active;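 active = mean inhibition across replicates at least about 35%, with every replicate also reaching that limit, limit read from the data; inconclusive = only one of the two criteria met; inactive = neither criterion met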;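 note: 0% = median of neutral control wells and 100% = no fluorescence left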
Target sequence (P55212 24-179 limits assumed): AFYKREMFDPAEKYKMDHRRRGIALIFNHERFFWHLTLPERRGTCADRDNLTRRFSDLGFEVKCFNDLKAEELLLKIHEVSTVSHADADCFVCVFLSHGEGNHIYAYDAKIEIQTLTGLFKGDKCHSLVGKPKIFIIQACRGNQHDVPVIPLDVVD
Target sequence (P55212 194-293 limits assumed): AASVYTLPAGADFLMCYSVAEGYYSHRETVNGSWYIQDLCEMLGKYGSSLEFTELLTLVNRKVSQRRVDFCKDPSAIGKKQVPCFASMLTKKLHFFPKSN
F508del corr: F508del CFTR correction, initial screen, CFBE line, single point; 0.36% of 350,000 active; CFBE cells, YFP halide quenching; stimulated with forskolin plus potentiator P3; % fluorescence drop versus neutral controls; activity (quench increase), % at 7.58 µM;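 active = mean added fluorescence quench of at least 8% versus neutral control, with both replicates also reaching 8%; inconclusive = only one of the mean or replicate conditions met; inactive = mean below 8% and not both replicates reaching 8%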;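 note: cells transiently co-express mutant CFTR-F508del with the halide-sensitive YFP; corrector assay measuring rescue of mutant channel to the surface after 24 h compound exposure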
GSIS activator: GLuc luminescence reporter in INS-1E cells, primary screen for activators of glucose-dependent secretion of insulin; INS-1E GLuc reporter insulin secretion, 2-3 h; activation, % at 16.6 µM; 0.61% of 370,000 active;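 active = lowest replicate activation of at least 40%, so every replicate reaches that level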;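 note: 0% = median of neutral control wells and 100% = median of IBMX positive control wells; some compounds called inactive have numbers as strong as hits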
DENV2 CPE rescue: inhibitors of DENV2 cytopathic effect, primary screen, cell-based, plate reader, single concentration; DENV2-infected cells, cytopathic effect rescue; AID 651640, 2012; CPE inhibition, % at 9.99 µM; 1.7% of 350,000 active; in the data active = CPE inhibition above about 20%, passing the limit was not always enough; inconclusive = no clear call, values can overlap the other calls; tested in BHK-21 cells;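 note: 0% = median of neutral control wells and 100% = median of positive control wells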
The depositor's hits bear a star; u = inconclusive; x = no result given.

Compound	Xi reactivation	RAD52 anneal inh	RAD54 inh	E-sel inducer	CASP6 VEID inh	F508del corr	GSIS activator	DENV2 CPE rescue
Cc1ccnc(SCCn2c(N3CCN(C)CC3)nc3c2c(=O)n(C)c(=O)n3C)n1	0.1	-14	x	-0.5	2	-0.5	1	5
COCCn1c(C)cc(C(=O)COC(=O)/C=C/c2ccc(OC)cc2OC)c1C	0.2	-19	-3	-0.3	-1	1.2	18	-3
COCCNC(=O)C(c1ccc(C)cc1)N(Cc1ccco1)C(=O)CCC(=O)Nc1ccccn1 (stereo not drawn)	0.0	2	-8	-0.4	1	1.5	-1	-1
COc1cc2c(cc1OC)CN(C(=O)C1(c3ccccc3)CC1)CC2	x	1	-1	x	5	x	14	x
O=C(NCCCN1CCCC1=O)Nc1ccc(Cl)cc1Cl	0.0	-16	-9	x	1	0.6	-2	u
C[C@@H]1CN([C@H](C)CO)C(=O)Cc2cc(NS(=O)(=O)c3cccs3)ccc2O[C@H]1CN(C)C	0.0	1	5	-8.6	-6	-0.6	8	6
O=C(CCCCl)NC1=NN(c2ccccc2)C(=O)C1	0.0	-16	x	1.8	0	-1.3	1	1
CCOc1ccc(NC(=O)NCc2cccn2C)cc1	0.0	-13	-4	-0.2	-4	x	-21	-3
C=CCn1c(=O)c2ccccc2n2nnc(C(=O)OCC)c12	0.0	-3	-4	-0.1	-2	3.0	x	-6
C[C@H]1CN([C@@H](C)CO)C(=O)c2cccc(NS(=O)(=O)c3ccc(F)cc3)c2O[C@@H]1CN(C)S(=O)(=O)c1ccc(Cl)cc1	-0.5	-3	2	0.0	-3	-3.1	-4	12
COCC(=O)Nc1ccc2c(c1)OC[C@@H](C)N(Cc1cc(-c3ccccc3)on1)C[C@@H](C)[C@H](OC)CN(C)C2=O	0.1	-15	7	1.1	-4	4.3	-15	-3
Cc1ccc(NC(=O)COC(=O)c2ccc([N+](=O)[O-])s2)c(C)c1	-0.1	-14	x	0.1	1	4.8	0	5
COc1ccc(Cl)c2sc(N(CCN(C)C)C(=O)CCS(=O)(=O)c3ccc(C)cc3)nc12	-0.1	42	x	x	-6	-0.9	-7	-1
CN(C)c1cccc(CNC(=O)c2ccc3sc([C@@H]4O[C@H](CO)[C@H](O)[C@H](O)[C@H]4O)nc3c2)c1	0.1	-3	2	-0.3	-1	-1.7	4	3
O=C(N[C@H]1CC[C@@H](CCn2cc(C3(O)CCCC3)nn2)O[C@@H]1CO)C1CCCC1	0.0	5	4	-0.1	-1	-0.5	7	2
CCN(CC)CCNC(=O)c1ccc(NC(=O)c2cc(S(=O)(=O)N3CCCCC3)ccc2N2CCOCC2)cc1	0.0	0	6	0.8	-7	3.4	7	-5
O=C1c2ccccc2NC2CCCCCN12 (stereo not drawn)	x	3	-4	x	1	x	6	x
C[C@@H]1CN([C@H](C)CO)C(=O)Cc2cc(NC(=O)CCC(F)(F)F)ccc2O[C@H]1CN(C)S(=O)(=O)c1ccc(Cl)cc1	-0.1	3	7	0.1	1	-4.0	0	-5
c1ccc(N2CCN(c3nccn4ccnc34)CC2)nc1	0.0	-17	-2	0.2	-2	-0.3	9	10
COCCN1CCC(CO)C1 (stereo not drawn)	-0.1	-13	x	x	-12	-0.5	x	-5
C[C@@H]1CCCCO[C@@H](CN(C)CC2CCCCC2)[C@H](C)CN([C@H](C)CO)C(=O)c2cc(NC(=O)CCCCCC(=O)Nc3ccccc3N)ccc2O1	-0.7	3	7	0.5	-2	-1.1	-8	-1
NC(=O)c1nsc(C(=O)N(c2cccc(F)c2)C(C(=O)NCC2CCCO2)c2cccs2)c1N (stereo not drawn)	0.0	-7	x	x	1	-0.7	7	-4
CC[n+]1c(C)cc2c(sc3ccccc32)c1C	0.0	57*	x	x	-4	-2.6	x	-2
COc1ccc(N2CCN(CC(=O)c3ccc(O)c(C)c3O)CC2)cc1	0.0	-2	3	x	0	-0.2	-13	0
CCCc1cc(=O)oc2cc(OCC(=O)NCC3CCC(C(=O)O)CC3)ccc12 (stereo not drawn)	x	-3	-9	x	-2	1.1	6	-11
Cc1cccc(Cl)c1NC(=S)NCCc1ccccn1	0.1	-8	x	5.0	-1	0.0	5	-1
CCOc1cc(/C=C(/NC(C)=O)C(=O)O)cc(Cl)c1OCc1cccc(Br)c1	-0.2	-13	-14	0.5	39*	-2.1	23	-2
COc1cccc(NC(=O)N2CC(=O)N3[C@H](CO)[C@H](c4ccc(C#CCC5CCCC5)cc4)[C@H]3C2)c1	0.0	8	x	0.0	1	-0.1	5	-6
C/C(N)=C(/C#N)C(=O)COC(=O)Cc1coc2ccc3ccccc3c12	0.1	-24	x	x	-2	-0.3	-14	-5
CCC(=O)N[C@@H]1CC[C@@H](CCNS(=O)(=O)c2ccc(Cl)cc2)O[C@@H]1CO	0.5	2	10	0.8	-2	-8.1	11	4
CC(C)CC#Cc1cnc2c(c1)C(=O)N([C@@H](C)CO)C[C@@H](C)[C@@H](CN(C)C(=O)CC1CC1)O2	x	6	x	x	3	-0.8	x	-9
COc1ccc(C(=O)NC(=S)Nc2cccnc2)cc1Cl	0.0	-9	3	0.0	x	0.9	9	5
Cc1noc(C)c1NC(=O)NCC[C@@H]1CC[C@@H](NC(=O)Nc2cccc(Cl)c2)[C@@H](CO)O1	-0.1	3	-7	-0.3	-1	3.2	3	1
COC(=O)/C(C#N)=C/c1c(Oc2cccc(C)c2C)nc2ccccn2c1=O	-0.1	-13	x	0.5	0	-0.6	-1	-1
Cc1ccc2c(C)c(C(=O)N3CCC(C(N)=O)(N4CCCCC4)CC3)oc2c1C	0.0	7	-7	x	3	x	x	-3
C[C@@H]1CN([C@@H](C)CO)C(=O)c2cc(NS(=O)(=O)c3cn(C)cn3)ccc2O[C@@H]1CN(C)Cc1ccc(C(=O)O)cc1	0.2	-5	9	x	-2	-0.3	28	1
COc1cc(C(=O)NCCNC(=O)c2cc(OC)c(C)c(OC)c2)cc(OC)c1C	0.0	-7	4	x	2	-0.1	-4	2
CN(C)c1ccc(P(=O)(OC2CCCCC2)C(O)c2ccncc2)cc1 (stereo not drawn)	0.0	-1	-9	1.2	3	-9.4	4	0
CCNC(=O)COC(=O)C1CCN(S(=O)(=O)c2ccc3c(c2)OCCO3)CC1	0.4	8	x	-0.1	1	1.3	7	-5
CCOC(CCNC(=O)c1cc(-c2cccs2)nc2ccccc12)OCC	0.0	1	-11	0.0	1	-0.9	0	2
CC(=O)c1c(C)[nH]c(C(=O)OCC(=O)Nc2c(C)n(C)n(-c3ccccc3)c2=O)c1C	0.1	4	-3	-0.2	5	3.4	7	-2
CCN1[C@H](C(=O)N(C)C)[C@@H](CO)[C@@H]2Cn3c(ccc(C4=CCCC4)c3=O)[C@@H]21	0.9	x	2	-0.1	x	x	4	x
O=C(Nc1ccc(F)cc1F)Nc1csc2ccccc12	-0.1	-2	-6	-0.1	-3	3.9	-49	16
CCCCOc1cccc(/C=C(\C#N)C(=O)NC2CC2)c1	0.0	-19	11	0.2	-2	-1.5	x	3
Cc1ccc(CCNC(=O)CS(=O)Cc2nc(-c3cccs3)oc2C)cc1 (stereo not drawn)	0.2	-14	x	-0.4	5	2.2	-19	-4
Cc1nnc(N/N=C/C2CC=CCC2)[nH]c1=O (stereo not drawn)	0.2	-5	x	x	0	0.2	-1	3
C[C@@H]1CCCCO[C@@H](CN(C)C(=O)Nc2ccc3c(c2)OCO3)[C@H](C)CN([C@@H](C)CO)C(=O)c2cc(NC(=O)C3CCCCC3)ccc2O1	0.5	-39	1	0.1	1	-1.4	-6	-1
C[C@H](CO)N1C[C@H](C)[C@@H](CN(C)C(=O)C2CCCCC2)Oc2cc(C#CCN(C)C)ccc2S1(=O)=O	0.5	9	1	-0.1	-2	-0.6	-6	0
Cc1[nH]c2ccccc2c1C(=O)CN1CCCC1	x	5	11	x	-3	1.1	6	1
CNC(=O)NC(=O)COC(=O)/C=C/c1cccc(Br)c1	0.3	-4	x	2.3	2	-1.8	9	x

More structures.
Compound	Xi reactivation	RAD52 anneal inh	RAD54 inh	E-sel inducer	CASP6 VEID inh	F508del corr	GSIS activator	DENV2 CPE rescue
COc1ccc(S(=O)(=O)N(C)C[C@H]2OCCCC[C@@H](C)Oc3ccc(NC(=O)CCCN(C)C)cc3C(=O)N([C@@H](C)CO)C[C@@H]2C)cc1	0.1	24	3	-0.1	0	1.1	6	-11
Cc1cccc(C(=O)Nc2ccc(S(=O)(=O)Nc3nc(C)cc(C)n3)cc2)c1	0.2	-15	2	0.1	2	1.5	-6	2
COCC(=O)Nc1ccc2c(c1)[C@H]1C[C@@H](CC(=O)N3CCN(C)CC3)O[C@@H](CO)[C@H]1O2	-0.1	x	5	0.0	x	0.1	9	u
CSc1ccccc1C(=O)N1CCC(CCC(=O)NC2CC2)CC1	0.0	-8	-2	x	-1	2.1	24	-4
CCOP(=O)(OCC)C(NC(C)=O)C(=O)c1ccccc1 (stereo not drawn)	0.1	-6	x	x	0	-3.2	2	1
COc1ccc(-c2cn[nH]c2-c2ccc(OCC(=O)NN)cc2O)cc1OC	0.0	2	11	-0.3	0	-5.2	8	0
Cc1noc(C)c1NC(=O)Nc1ccc2c(c1)C(=O)N([C@H](C)CO)C[C@@H](C)[C@H](CN(C)Cc1ccccc1)O2	0.2	12	8	-0.2	2	-0.5	9	-7
CC1(c2ccccc2)NC(=O)N(CC(=O)NNC(=O)c2ccccc2F)C1=O (stereo not drawn)	0.0	-10	3	x	-6	-1.6	-5	6
COc1ccc(N2CCN(C(=O)CCNC(=O)c3ccc(C(C)(C)C)cc3)CC2)cc1	0.0	-7	x	x	1	-8.0	-4	-6
CC1CC(C)CN(C(=O)C(C)N2CCN(S(=O)(=O)c3ccccc3F)CC2)C1 (stereo not drawn)	u	-16	x	x	1	-1.5	-7	7
COc1ccc(OC)c(NC(=O)COC(=O)CN2C(=O)NC3(CCCC3)C2=O)c1	0.0	-9	x	2.0	3	2.7	25	-5
CN(Cc1ccccc1)C(=O)[C@@H]1CCCN1C(=O)[C@@H]1CCCN1C(=O)c1ccc(Cl)cc1	0.5	-11	x	-0.1	-2	2.5	-15	0
CCC(C)[C@H](NC(=O)[C@@H]1Cc2c([nH]c3ccccc23)C2c3ccccc3C(=O)N21)C(=O)N1CCC[C@@H]1C(=O)O (stereo partly drawn)	x	-26	5	x	1	4.1	x	-4

Hits appear at their usual frequency; about 3.7% have a hit in one of these screens.
